Fh CTSL1 inh: cathepsin L1 inhibition, PFM18AAP counter-screen | inhibition, % at 5.96 µM | recombinant F. hepatica cathepsin L1, Z-Leu-Arg-MCA fluorescence | actives 0.49% (n = 300,000);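 active = inhibition above the mean of all tested compounds plus 3 SD, set per screening campaign, cut at about 17% in these data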;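 note: 0% = plate median of test compound wells and 100% = 1 µM Z-Phe-Ala-diazomethylketone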
procasp3 activ: activates human procaspase-3. recombinant procaspase-3 D3A, Ac-DEVD-pNA absorbance 405 nm. P42574. activation, % at 8.5 µM. actives 0.11% (n = 330,000);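 active = activation above the mean of all tested compounds plus 3 SD, cut at about 21% in these data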;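 note: 0% = DMSO alone and 100% = DMSO wells spiked with extra 5 µM PC-3 D3A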
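Compound: 8.5 µM single point, 0.8% DMSO / Material: Autoprocessing-dead procaspase-3 D3A mutant enzyme / Timing: 1 h preincubation plus 2 h reaction at 25 °C / Medium: Zinc-free HEPES/NaCl buffer with 0.01% Triton X-100 at pH 7.4 / Technique: 405 nm absorbance of p-nitroaniline, reads at 0 and 120 min / Repeats: one well per compound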
PP1 counter: counter-screen for PP5 inhibitors: inhibitors of human PP1-alpha; P62136; purified PP1alpha, OMFP fluorescence; inhibition, % at 6.7 µM; actives 0.9% (n = 320,000); AID 2235;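 active = inhibition above the mean inhibition of all tested compounds plus 3 SD, computed separately for each screening campaign, cut at about 15% in these data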
Target sequence (P62136 whole entry, looked up): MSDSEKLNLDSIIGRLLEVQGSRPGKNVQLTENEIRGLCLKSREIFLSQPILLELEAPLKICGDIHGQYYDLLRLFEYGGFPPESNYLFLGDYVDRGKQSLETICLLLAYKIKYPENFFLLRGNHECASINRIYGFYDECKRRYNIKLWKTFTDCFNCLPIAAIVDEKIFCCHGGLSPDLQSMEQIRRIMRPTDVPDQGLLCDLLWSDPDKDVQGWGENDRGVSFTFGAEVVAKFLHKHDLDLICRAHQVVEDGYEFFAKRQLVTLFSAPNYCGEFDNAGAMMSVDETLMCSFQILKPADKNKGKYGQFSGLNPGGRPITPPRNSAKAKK
PP5 inh: blocks human protein phosphatase 5 activity; actives 0.18% (n = 320,000); AID 1987; inhibition, % at 6.7 µM; purified PP5c, OMFP substrate fluorescence; P53041;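 active = inhibition above the campaign's mean inhibition across all tested compounds plus 3 SD, cut at about 9.5% in these data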;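 note: 0% = DMSO only and 100% = 100 µM cantharidin control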
HCV core dimer: HCV core protein dimerization inhibition | actives 0.33% (n = 300,000) | TR-FRET GST/Flag-core106 dimerization, 1536-well | inhibition, % at 5 µM | AID 1899;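 active = inhibition above the mean of all tested compounds plus 3 SD, set per screening campaign, cut at about 45% in these data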
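System: GST-tagged and Flag-tagged HCV core protein residues 1-106 / Input: core106 proteins, GST 13.5 nM and Flag 17 nM / Buffer or medium: KF-containing HEPES buffer, pH 7.45, DTT, CHAPS, BSA / Probe or stimulus: Eu-anti-GST and XL665-anti-Flag labelled anti-tag antibodies / Schedule: 4 h, 22.5 °C incubation / Technique: TR-FRET 671 and 617 nm emission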
VLA-4 inh: inhibition in a human VLA-4 binding assay. VLA-4 expressing cells, ligand binding flow cytometry. inhibition, % (about 7 µM as worked out from the volumes in the protocol). actives 0.2% (n = 330,000); in the data active = inhibition above about 50%
proCasp7 act: activates human procaspase-7, counter-screen for procaspase-3 activators. P55210. recombinant procaspase-7, Ac-DEVD-pNA absorbance 405 nm; D23A/D198A/D206A triple mutant, cannot self-cleave; scale: DMSO 0, 5 µM enzyme 100. activation, % at 8.5 µM. actives 0.093% (n = 330,000);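 active = percent activation above the screen-wide mean plus 3 SD, cut at about 25% in these data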
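Assay system – Uncleavable procaspase-7 mutant enzyme · Quantity – 2 µM procaspase-7 mutant as dispensed · Times – 1 h preincubation, 2 h reaction · Dosing – single nominal 8.5 µM compound dose, 0.8% DMSO final · Buffer or medium – Zinc-free 50 mM HEPES buffer, pH 7.4, with NaCl and Triton X-100 · Detection – Epi-absorbance of released pNA at 405 nm, two timepoints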
GRK2 aptamer HTS: blocks RNA aptamer binding to human GRK2; AID 488847; actives 0.59% (n = 330,000); P25098; inhibition of aptamer binding, % at 10 µM; bead flow cytometry, FAM-aptamer displacement from GRK2;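 active = inhibition of aptamer binding above 40%, roughly 3 SD of noise, on plates passing a quality check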;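 note: median bead fluorescence of bound FAM aptamer so fluorescent compounds give negative values; no value below 0 was filed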
Target sequence (P25098 whole entry, looked up): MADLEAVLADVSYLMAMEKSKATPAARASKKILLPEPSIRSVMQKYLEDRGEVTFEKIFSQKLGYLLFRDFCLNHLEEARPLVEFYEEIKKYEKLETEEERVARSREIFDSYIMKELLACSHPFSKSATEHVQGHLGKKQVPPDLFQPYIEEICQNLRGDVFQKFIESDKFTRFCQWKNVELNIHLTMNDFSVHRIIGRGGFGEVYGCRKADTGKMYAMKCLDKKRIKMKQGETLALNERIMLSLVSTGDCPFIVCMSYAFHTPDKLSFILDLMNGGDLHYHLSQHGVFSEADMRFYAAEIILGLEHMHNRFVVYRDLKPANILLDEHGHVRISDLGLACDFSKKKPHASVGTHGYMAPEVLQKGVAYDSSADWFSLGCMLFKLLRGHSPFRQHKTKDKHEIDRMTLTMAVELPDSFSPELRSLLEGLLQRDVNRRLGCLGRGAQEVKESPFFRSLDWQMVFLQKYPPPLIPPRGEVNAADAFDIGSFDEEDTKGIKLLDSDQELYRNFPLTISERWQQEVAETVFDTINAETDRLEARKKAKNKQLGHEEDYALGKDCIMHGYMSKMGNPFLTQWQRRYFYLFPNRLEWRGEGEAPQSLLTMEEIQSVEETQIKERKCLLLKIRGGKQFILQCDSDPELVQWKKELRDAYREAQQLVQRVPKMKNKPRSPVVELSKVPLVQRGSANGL
JMJD2C inh: inhibitors of human GASC-1 (JMJD2C) demethylase | GST-JMJD2C(1-420) H3K9me3 demethylation, DELFIA europium | inhibition, % at 2.35 µM | actives 0.069% (n = 330,000);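 active = more than half of a compound's replicate wells show inhibition beyond 50%, single wells judged on their own value; inconclusive = some, but no more than half, of replicates pass 50% inhibition; inactive = no replicate passes 50% inhibition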;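 note: signal counts dimethyl H3K9 product captured on neutravidin plate; 0% = median of DMSO wells and 100% = 0.3 times that DMSO median; strong numbers were not always called active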
An asterisk follows results filed as active; i = inactive; ? = inconclusive; · = not tested or not shown.

SMILES	Fh CTSL1 inh	procasp3 activ	PP1 counter	PP5 inh	HCV core dimer	VLA-4 inh	proCasp7 act	GRK2 aptamer HTS	JMJD2C inh
C#CC1(NC(=O)NC(=O)c2c(F)cccc2F)CCCCC1	-1	4	1	-1.7	0	14	0	0	-18
Brc1cccc(OCCOCCn2ccnc2)c1	3	-3	-3	-0.6	2	-24	-2	0	0
CCC(=O)Nc1cccc(-c2ccc(N3CCC(C)CC3)nn2)c1	-1	3	-2	2.2	2	11	-8	0	-8
COc1ccccc1C(=O)Nc1c2c(nn1-c1cccc(C)c1C)CS(=O)C2 (configuration not stated)	-1	-5	1	0.0	1	18	4	2	3
CC(C)(C)NC(=O)C1Cc2ccccc2CN1 (configuration not stated)	0	-1	-4	0.4	3	-4	-6	2	-2
COC(=O)c1ccc2c(=O)n(CCCCCC(=O)N3CCN(c4ccccc4)CC3)c(=O)[nH]c2c1	0	0	3	2.7	-2	29	1	0	-9
Cc1ccc(-n2ncc3c(N4CCN(c5ccc(F)cc5)CC4)ncnc32)c(C)c1	1	-3	-1	0.7	7	-97	3	2	-3
c1ccc(Cc2noc(CN3CCC(CN4CCOCC4)CC3)n2)cc1	0	4	4	0.0	1	8	4	0	2
Cc1c(CCC(=O)N2CCC(C(=O)NCCCCCC(=O)O)CC2)c(=O)oc2cc3oc4c(c3cc12)CCCC4	0	4	1	-1.3	10	3	8	1	15
O=C1CC(c2ccccc2)CC(=O)C1=CN1CCCC1 (configuration not stated)	-3	-6	-5	1.6	-1	4	2	3	-29
O=C(NCc1ccccc1)NC1(C(=O)N2CCN(c3ncccn3)CC2)CCCCC1	-1	2	-2	-2.0	2	11	3	0	-3
CCOCCCNC(=S)N(CCCN(C)C)Cc1cc2cc3c(cc2[nH]c1=O)OCCO3	5	-16	-1	-3.0	-2	3	-18	0	2
O=C(Nc1ccccc1O)c1nc(Cl)ccc1Cl	0	8	-3	2.3	0	1	-7	0	17
O=C(NCc1ccco1)c1cc2ccc(O)cc2oc1=O	6	-28	-2	0.1	5	-2	-33	7	-8
COCC(=O)Nc1ccc(S(=O)(=O)NCC2CCCO2)cc1 (configuration not stated)	0	-3	-5	0.7	7	2	4	2	2
Cc1cccc(C(=O)OCC(=O)Nc2sc3c(c2C#N)CCC3)c1	-2	2	5	2.5	-10	12	2	6	6
O=C(NCCN1CCN(c2ccccc2)CC1)c1cccc(Cl)c1	-4	-1	3	0.0	-2	-3	-5	2	-22
CCc1cc(C(=O)N2CCCC(CCC(=O)NCc3cccc(OC)c3)C2)no1 (configuration not stated)	-1	-2	-2	2.7	0	6	-6	4	4
O=C(Nc1cccc(Cl)c1)Nc1nc(-c2ccccc2)cs1	1	2	-1	-0.8	9	10	7	2	-31
CC(C)C(NC(=O)C1CCC(C(C)(C)C)CC1)C(=O)NCCc1ccc(S(N)(=O)=O)cc1 (configuration not stated)	0	-1	0	1.2	-1	3	-4	0	-3
CC(=O)OCCN(Cc1ccccc1)Cc1ccc2c(c1)OCO2	0	6	1	0.3	-4	6	-1	0	3
Oc1c(C(c2ccco2)N2CCOCC2)sc2ncnn12 (configuration not stated)	-2	3	2	1.4	11	5	-5	3	3
Cc1cc(C(F)(F)F)c(C#N)c(SCC(=O)NC(C)(C)C)n1	-4	8	-1	1.4	-9	-6	4	1	11
COc1ccc(CC(NC(C)=O)C(=O)NC2CCN(C(=O)NCc3ccccc3)CC2)cc1OC (configuration not stated)	-4	8	-3	1.1	-1	1	1	0	-1
Cc1cccc(C)c1OC1(c2ccccc2)OC(=O)c2ccccc21 (configuration not stated)	-3	1	0	-1.1	0	5	-1	0	12

New compounds follow:
SMILES	Fh CTSL1 inh	procasp3 activ	PP1 counter	PP5 inh	HCV core dimer	VLA-4 inh	proCasp7 act	GRK2 aptamer HTS	JMJD2C inh
COc1ccccc1N(C)S(=O)(=O)c1ccc(C(=O)N2CCC(C(N)=O)CC2)cc1	0	-4	-5	-0.8	8	-5	7	0	-4
S=C(Nc1ccccc1Cl)N1CCCCCC1	2	6	-1	0.3	-1	-1	6	0	-7
O=S(=O)(c1ccccc1)N(CC1CO1)c1cccc2ccccc12 (configuration not stated)	1	0	-1	-0.1	17	11	7	0	3
COc1cccc(NC(=O)NCCCN2CCN(c3ccc(F)cc3)CC2)c1	5	1	0	-1.5	-6	-9	-3	2	-8
Cc1cc(C)c(-c2cc(C(F)(F)F)no2)c(=O)[nH]1	-5	4	-1	3.7	-2	0	10	3	-2
CCCCCC(=O)NC(=S)Nc1ccc2oc(=O)ccc2c1	5	9	-7	1.1	5	13	3	4	-4
CC(C)(C)NC(=O)C(c1ccncc1)N(C(=O)Cn1nnc(-c2ccc(F)cc2)n1)c1ccccc1 (configuration not stated)	2	8	0	1.2	3	-14	9	0	i
COc1ccccc1CNC(=O)CN1C(=O)NC2(CCC(C)CC2)C1=O (configuration not stated)	·	-3	·	·	·	-1	5	0	-5
CCN(CC)CCCOC(=O)C1(c2ccccc2)CCCC1	0	0	1	0.1	-1	25	-5	1	7
CCCCn1c(=O)n(CC(=O)NCc2ccc(C)cc2)c(=O)c2c1nc(CO)n2CCC	2	0	-2	-2.4	1	9	3	1	-6
O=C(c1cccs1)N1CCN=C1SCc1cccnc1	2	2	-1	-0.6	-3	-2	0	0	10
O=C(Nc1ccc(S(=O)(=O)N2CCCCC2)cc1)c1cccnc1Cl	0	-1	-1	0.9	-4	1	6	0	6
N/C(=N/O)c1cccn1Cc1ccccc1[N+](=O)[O-]	7	5	1	-1.6	-3	3	3	1	4
Cc1noc(C)c1COC(=O)c1cc(S(=O)(=O)N2CCOCC2)ccc1F	·	6	-4	-1.6	·	7	7	4	·
COc1cc2c(-c3ccccc3)c(C)oc2cc1/C=N/NC(N)=S	4	6	-2	1.9	27	5	-2	2	-12
CC(C)(C)c1ccc(OCCC(=O)OCC(=O)NC2CCCCC2)cc1	3	3	-5	3.9	-1	1	-2	1	8
CCN(CC)C(=O)N1CCN(S(=O)(=O)c2ccccc2)CC1	1	-5	-2	-1.1	-1	4	-1	0	-10
Cc1cc(Cl)c2oc(C(=O)N(C)Cc3cc(C)[nH]n3)c(C)c2c1	1	-5	-3	1.0	-6	-6	-2	0	10
CC(NC(=O)Cc1ccc(F)cc1)C(c1cccs1)N1CCN(C)CC1 (configuration not stated)	6	1	-2	0.2	0	5	-5	0	1
CCOc1cc2[nH]c(=O)n(Cc3ccccc3)c(=O)c2cc1OCC	1	2	-3	0.4	2	-7	15	2	1
CCOC(=O)CCc1c(C)nc2c(c(C)nn2-c2ccc(C)cc2)c1C	-1	4	0	0.6	-3	-4	1	0	4
COC(=O)c1ccc(N=NN2CCCCC2)cc1	3	0	-3	0.2	-2	2	3	2	-21
CCOC(=O)c1oc2ccccc2c1NC(=O)c1cccc(OC)c1	-2	-3	-2	1.2	2	15	6	0	?
Cc1ccc(NC(=O)c2sccc2C)nc1	0	9	-7	2.9	-15	10	3	0	7
CN(C)c1ccc(CNS(=O)(=O)c2ccc3c(c2)C(C)(C)C(=O)N3C)cc1	-1	8	-1	1.4	0	52*	2	1	-25

The list goes on:
SMILES	Fh CTSL1 inh	procasp3 activ	PP1 counter	PP5 inh	HCV core dimer	VLA-4 inh	proCasp7 act	GRK2 aptamer HTS	JMJD2C inh
CCCCc1nnc(NC(=O)CSc2nc(=O)cc(N)n2-c2ccccc2)s1	0	-8	-2	-1.8	-1	3	14	0	-2
COc1cccc(NC(=O)COC(=O)C2C3CC4OC(=O)C2C4C3)c1 (configuration not stated)	3	2	3	-0.6	1	-17	0	0	30
O=C(COc1ccc(NS(=O)(=O)c2ccc(F)cc2)cc1)N1CCOCC1	2	-6	-4	-3.3	-6	-13	13	2	15
COCCn1c(SCc2nc3ccccc3c(=O)[nH]2)nc2ccccc2c1=O	8	4	-5	-3.6	4	-12	-5	0	38
Cc1cccc(NC(=O)c2nc(S(=O)(=O)Cc3ccccc3)ncc2Cl)c1	-2	-5	3	2.1	3	29	-7	0	-1
COc1ccc(C(=O)NNC(=S)NC(=O)/C=C/c2cccs2)cc1	-1	-8	-3	-1.6	-2	6	-17	1	-1
CSc1ccc(CN2CCC(Oc3ccc(C(=O)N4CCCC4)cc3)CC2)cc1	-5	0	-2	0.3	2	15	9	3	-7
NC1=NC(=Nc2ccccc2)c2ccccc21	2	0	-2	-0.3	6	6	-7	0	-25
O=C(NCC1CCCN1S(=O)(=O)c1cccs1)C(=O)Nc1ccccc1Cl (configuration not stated)	-2	4	4	0.5	0	0	0	0	-2
O=C(CSc1nnnn1-c1ccc(Cl)cc1)NC1CCS(=O)(=O)C1 (configuration not stated)	·	-11	·	·	·	14	3	0	-5
COc1ccc(/C=N/NC(=O)c2cccc([N+](=O)[O-])c2)cc1OC	0	4	-4	2.2	1	11	6	0	-5
COc1ccc(OC)c(-n2cnc3cc(C(=O)NCCCN4CCOCC4)ccc32)c1	-2	4	-4	-0.1	-4	8	-7	0	14
CC1(c2ccccc2)NC(=O)N(CC(=O)NC(=O)NC2CCCC2)C1=O (configuration not stated)	-1	-5	-7	2.0	-2	-6	3	0	-3
CSc1ncccc1C(=O)NC1CCN(Cc2ccccc2)CC1	4	-3	-2	-0.9	-5	-1	9	0	-3
NC(=O)NC(=O)COC(=O)CNS(=O)(=O)c1ccc(F)c(F)c1F	-7	5	-3	0.6	-3	-1	8	0	3
CC(=O)N1C(=O)N(C)C2C1N(C(C)=O)C(=O)N2C (configuration not stated)	1	5	2	-0.5	-2	-4	11	1	3
O=C(Cc1ccc(Cl)cc1)Nc1ccc(S(=O)(=O)N2CCOCC2)cc1	-1	-5	-6	2.4	6	19	3	1	-11
Cc1ccccc1C1N(c2nccs2)C(=O)C2CCCN21 (configuration not stated)	0	5	-1	0.9	-4	0	-2	0	0
CN(C(=O)COC(=O)c1ccc[nH]c1=O)C1CCCCC1	-1	5	-5	1.3	-2	8	4	4	-12

One compound at a time (already shown). Screens in order: Fh CTSL1 inh	procasp3 activ	PP1 counter	PP5 inh	HCV core dimer	VLA-4 inh	proCasp7 act	GRK2 aptamer HTS	JMJD2C inh
Listed for `COCCn1c(SCc2nc3ccccc3c(=O)[nH]2)nc2ccccc2c1=O` = 8	4	-5	-3.6	4	-12	-5	0	38
Listed for `CC(=O)N1C(=O)N(C)C2C1N(C(C)=O)C(=O)N2C` (configuration not stated) = 1	5	2	-0.5	-2	-4	11	1	3
Listed for `Cc1ccccc1C1N(c2nccs2)C(=O)C2CCCN21` (configuration not stated) = 0	5	-1	0.9	-4	0	-2	0	0

Bioassay records as filed in PubChem BioAssay.
